NS5 inhibitors = Dengue-2 NS5 methyltransferase inhibitors, primary screen, biochemical, confirmation dose response (AID 588689); Genome polyprotein (Dengue virus type 2 (strain 16681-PDK53)); Dengue-2 NS5 methyltransferase capping enzyme assay, biochemical; higher % means a stronger effect; one-dose inhibition, % at 25 µM; IC50 in µM for titrated hits; 340,000 compounds, 0.3% hits; in the data active = a potency from the dose series; inconclusive = inhibition above about 29% without an active follow-up result
SIAH1 antagonists = Siah-1 peptide-binding antagonists, primary screen, biochemical, fluorescence polarization, rhodamine-plectin, uHTS (AID 1817); E3 ubiquitin-protein ligase SIAH1 (Homo sapiens); Siah-1 / rhodamine-plectin peptide fluorescence polarization; higher % means a stronger effect; displacement, % at 20 µM, or IC50 in µM where a hit was titrated; 290,000 compounds, 0.02% hits;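 active = displacement of at least 50% at 20 µM, with a fluorescence ratio check between 0.3 and a set limit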;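 note: plate controls were Siah plus tracer with DMSO for no effect and tracer alone without Siah for full effect; strong numbers were not always called active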
NTR1 ag = agonists of NTR1, primary screen, imaging, U2OS cells, beta-arrestin-GFP, high content (AID 493036); Neurotensin receptor type 1 (Homo sapiens), P30989; NTR1-U2OS beta-arrestin-GFP spot imaging, agonist mode; activation, % at 20 µM; 330,000 compounds, 0.17% hits;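 active = activation at or above 40% of the spot to cytoplasm intensity ratio, with at least 20 cells analyzed; inconclusive = wells under 20 cells, flagged as cytotoxic or low count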;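 note: 0% = DMSO without peptide and 100% = 100 nM NTR1 peptide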
Target sequence (P30989 whole entry, looked up): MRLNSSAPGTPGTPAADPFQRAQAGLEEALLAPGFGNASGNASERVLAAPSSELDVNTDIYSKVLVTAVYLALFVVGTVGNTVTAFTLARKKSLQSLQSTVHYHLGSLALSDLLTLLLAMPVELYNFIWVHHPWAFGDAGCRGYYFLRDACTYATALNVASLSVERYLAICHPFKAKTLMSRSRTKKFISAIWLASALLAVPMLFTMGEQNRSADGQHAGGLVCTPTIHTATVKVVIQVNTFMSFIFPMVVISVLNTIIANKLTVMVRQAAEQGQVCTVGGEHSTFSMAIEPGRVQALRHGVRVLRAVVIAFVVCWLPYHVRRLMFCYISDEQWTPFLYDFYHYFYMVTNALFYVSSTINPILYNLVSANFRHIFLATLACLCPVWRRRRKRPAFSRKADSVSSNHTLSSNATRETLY
AID2073 = inhibitors of Mint1-CaV2.2 protein interaction, biochemical, HTRF (AID 2073) | Voltage-dependent N-type calcium channel subunit alpha-1B (Homo sapiens) | HTRF protein-protein interaction, Mint1-CaV2.2; higher % means a stronger effect | inhibition, % at 20 µM; hits with a dose series show IC50 in µM | 290,000 compounds, 0.19% hits; in the data active = inhibition mostly above about 51%, no sharp cut-off; inconclusive = no clear call, values can overlap the other calls; inactive = mostly below about 53%; note: some results filed as inactive read as strong as hits
West Nile virus CPE = West Nile virus antiviral activity, cell-based, CPE readout (AID 1621); West Nile virus-infected cells, CPE inhibition; higher % means a stronger effect; 290,000 compounds, 0.02% hits; CPE inhibition, % at 10 µM, or IC50 in µM where a hit was titrated; in the data active = a potency from the dose series; inconclusive = CPE inhibition mostly from about 3.7% at the one dose, without a potency; inactive = the rest, 99 in 100 with CPE inhibition below about 2.2%; note: strong numbers were not always called active
UTI89 phage lysis = inhibition of K1F phage lysis, E. coli UTI89, bacterial capsule biogenesis inhibitors, alamar blue (AID 488966); 340,000 compounds, 0.02% hits; E. coli UTI89 K1F phage lysis, alamar blue, 2 h; higher % means a stronger effect; inhibition, % at 100 µM, or IC50 in µM where a hit was titrated;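 active = phage lysis inhibition, versus mean bacterial control, above a set limit; inconclusive = no clear call, values can overlap the other calls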;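 note: capsule biogenesis inhibitors block K1F phage lysis so surviving cells raise fluorescence; higher fluorescence means more inhibition of phage lysis; actives were called in the ten point dose series up to 300 µM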
RSV antiviral HEp-2 = RSV antiviral activity via CPE protection, HEp-2 cells, primary 10 µM value included (AID 2391) | HEp-2 cells, RSV-induced CPE inhibition; higher % means a stronger effect | CPE inhibition, % at 10 µM; hits with a dose series show IC50 in µM | 310,000 compounds, 0.13% hits; in the data active = a potency from the dose series; inconclusive = CPE inhibition mostly from about 23% at the one dose, without a potency; inactive = the rest, 99 in 100 with CPE inhibition below about 21%; note: strong numbers were not always called active
MgcRacGAP inhibition = MgcRacGAP GTPase-activating activity inhibitors, confirmation, biochemical, ADP Hunter fluorescence. Rac GTPase-activating protein 1 (Homo sapiens). inhibition, % at 30 µM, or IC50 in µM where a hit was titrated. MgcRacGAP-stimulated Rac1 GTP hydrolysis, ADP Hunter fluorescence; higher % means a stronger effect; GST-tagged Rac1 F28L mutant substrate. 340,000 compounds, 0.6% hits. AID 624330, 2012;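 active = first-screen hits whose inhibition reached a set limit at any dose in the follow-up dose series; inconclusive = inhibition above the set first-screen limit but never retested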;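 note: fluorescence reports GDP produced by GAP-driven GTP hydrolysis; strong numbers were not always called active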
Large T inhibition = SV40 large T antigen inhibitors, biochemical (AID 1903) | SV40 large T antigen ATPase/helicase inhibition assay; higher % means a stronger effect | inhibition, % at 20 µM, or IC50 in µM where a hit was titrated | 310,000 compounds, 0.39% hits; in the data active = a potency from the dose series; inconclusive = inhibition mostly from about 32% at the one dose, without a potency; inactive = the rest, 99 in 100 with inhibition below about 32%; note: strong numbers were not always called active
NTR1 ag cell count 20 µM = further read-out of NTR1 ag, marked with its call; cell count; measured here: cell count, cytotoxicity flag
NS5 inhibitors pilot replicate = further read-out of NS5 inhibitors, marked with its call; inhibition, %; measured here: pilot screen replicate inhibition
* marks the source's active call; other numbers are inactive results; i = inactive; ? = inconclusive; · = no result given; [ ] = remark or other dose.

SMILES	NS5 inhibitors	SIAH1 antagonists	NTR1 ag	NTR1 ag cell count 20 µM	AID2073	West Nile virus CPE	UTI89 phage lysis	RSV antiviral HEp-2	MgcRacGAP inhibition	Large T inhibition	others
Cc1ccccc1NC(=S)NC(=O)COc1ccccc1C	-1%	2%	6.4	56	7%	0.4%	1.4%[50 µM]	0.2%	7%	1%
Cc1ccc(S(=O)(=O)N(C)c2c(C)ccc(S(=O)(=O)Nc3ccncc3)c2C)cc1	-4%	-4%	3.1	54	0%	0.4%	2.1%	1.7%	6%	10%
Fc1cccc(CSc2ncnc3c2oc2ccccc23)c1	1%	0%	14	80	?	0.5%	-0.5%	6.8%	-8%	4%
CCOc1ccc(C(=O)N[C@H](C(=O)NNC(=O)c2cccs2)C(C)C)cc1	-4%	·	-0.6	41	·	·	-0.6%	·	11%	·
CCOC(=O)C(CCCCCOc1ccc([N+](=O)[O-])cc1)C(=O)OCC	0%	3%	-0.8	46	0%	1.4%	1.0%	1.5%	13%	0%
CCOC(=O)C=Nc1c(N)n(C)c(=O)n(C)c1=O	5%	-8%	3.8	46	-1%	0.2%	0.6%	1.2%	10%	2%
O=C(Cn1nnc(-c2ccccc2)n1)NCc1ccco1	-4%	-5%	2.9	44	-5%	0.3%	0.6%	0.3%	4%	11%
CN1CCN(CCOc2ccc(Cl)c(Cl)c2)CC1	1%	0%	-1.2	73	-1%	-1.1%	-0.1%[50 µM]	0.2%	-9%	3%
Cc1nc2ccc(S(=O)(=O)NC(CC(C)C)C(=O)O)cc2s1 (stereo unspecified)	-6%	-6%	0.2	66	2%	-0.1%	0.3%	1.5%	6%	5%
COc1ccc(C2CC(=O)C(C(c3ccc(O)cc3)C3C(=O)CC(c4ccc(OC)cc4)CC3=O)C(=O)C2)cc1 (stereo unspecified)	·	-1%	5.4	57	-5%	-0.2%	·	1.1%	·	37µM*
Cc1ccc(S(=O)(=O)CC(O)CN2CCCC2=O)cc1 (stereo unspecified)	1%	1%	6.7	86	?	-0.6%	0.4%	1.1%	6%	4%	NS5 inhibitors pilot replicate=-0.9
CCSc1nsc(NC(=O)Nc2ccccc2F)n1	-1%	4%	5.9	59	8%	-1.6%	-0.3%	16%	15%	14%
C/C(CC(=O)Nc1cccc(Cl)c1C)=N\NC(=O)C(=O)NCC(C)C	-1%	4%	0.1	39	?	0.1%	2.6%	3.1%	-1%	9%
CC(NC(=O)NC12CC3CC(CC(C3)C1)C2)C1CCCO1 (stereo unspecified)	-8%	-1%	0.4	85	3%	0.4%	-0.6%	1.1%	2%	4%
COc1ccc(-c2cc3nc(C)cc(N4CC(C)CC(C)C4)n3n2)cc1 (stereo unspecified)	-1%	-3%	11	34	9%	0.8%	0.3%	4.6%	8%	13%
CSc1nnc(C)c(=O)n1COC(=O)COc1ccc2ccccc2c1	4%	-1%	0.0	59	1%	0.6%	i	-0.1%	3%	10%
CN(CC(=O)Nc1ccc(C#N)cc1)Cc1ccc(Cl)cc1Cl	16%	5%	3.0	78	-1%	-1.5%	1.9%	18%	3%	20%
C=Cc1cccc(NC(=O)COc2ccccc2)c1	1%	2%	-0.3	44	-6%	0.1%	1.1%	4.6%	2%	3%
COc1ccc(N(Cc2ccc(N(C)C)cc2)C(=O)c2ccc(S(C)(=O)=O)cc2)cc1	-10%	4%	0.4	52	11%	-0.5%	-0.1%	2.5%	6%	9%
COc1ccc(NC(=O)c2cc(C(=O)Nc3ccc(OC)cc3OC)cc([N+](=O)[O-])c2)c(OC)c1	14%	-7%	0.1	54	15%	0.0%	0.7%	1.2%	11%	8%
Nc1nc(SCC(=O)Nc2ccc(OC(F)(F)F)cc2)[nH]c(=O)c1NC(=O)c1ccc(Br)o1	-6%	-2%	0.3	66	9%	0.5%	0.5%	0.3%	4%	-4%
Cc1ccc2cccc(S(=O)(=O)N3CCN(c4ccccc4F)CC3)c2n1	1%	-3%	2.0	64	4%	-0.5%	0.1%	9.5%	2%	12%
CC(c1ccco1)N(Cc1ccco1)C(=O)Nc1ccccc1 (stereo unspecified)	-3%	-1%	0.5	54	-4%	-0.1%	2.8%	1.6%	7%	7%
CCOc1cc(CNCc2ccccn2)ccc1OCC(=O)NC(C)(C)C	-6%	3%	-0.7	45	3%	-0.2%	2.5%[50 µM]	0.2%	-2%	6%
CCc1ccccc1NC(=O)C1CCCN(c2nn3c(=O)cc(C)nc3s2)C1 (stereo unspecified)	4%	6%	-1.7	47	1%	-0.1%	1.0%	0.7%	7%	·
CCCC(C)NC(=O)c1sc2nc3n(c(=O)c2c1C)CCC3 (stereo unspecified)	2%	-6%	1.4	64	2%	-0.3%	0.5%	-0.8%	3%	2%
COc1ccc(NC(=O)CN2C(=O)CSC(C)C2=O)c(OC)c1 (stereo unspecified)	·	2%	-2.2	84	8%	-0.3%	1.4%	0.7%	-8%	14%
O=C(CCCn1cnc([N+](=O)[O-])n1)Nc1cc(Cl)ccc1O	-10%	-2%	-0.9	107	0%	-0.3%	-0.5%	0.3%	9%	13%
CCC(=O)N1c2ccc(S(=O)(=O)NCc3ccco3)cc2CC1C (stereo unspecified)	-6%	-8%	0.1	55	-1%	-0.2%	0.0%	4.4%	10%	11%
Cc1ccc2cc(C(c3nnnn3Cc3ccccc3)N3CCN(c4ccccc4)CC3)c(=O)[nH]c2c1 (stereo unspecified)	-1%	0%	1.6	93	24%	0.0%	0.5%	3.4%	11%	15%
N#Cc1cccc(NC(=O)Cn2c3[n+](c4ccc(C(F)(F)F)cc42)CCCCC3)c1	-12%	-1%	-1.0	43	-13%	-0.1%	0.2%	1.6%	6%	12%
O=C1NCCCC1C(=O)N/N=C/c1ccccc1 (stereo unspecified)	3%	0%	0.2	37	8%	-0.5%	1.4%	-0.5%	10%	-10%
C[C@H]1CNC(=O)C(=O)N1C[C@H](Cc1ccc(O)cc1)NC(=O)CC12CC3CC(CC(C3)C1)C2	-4%	0%	0.0	97	3%	-0.6%	-1.1%	0.3%	0%	4%
Cc1cc(C)cc(C(=O)OCC(=O)NC(=O)NC2CCCC2)c1	-7%	·	2.4	62	·	·	-0.6%[50 µM]	0.9%	3%	·
Cc1ccc2cc3cc(C(=O)NCc4ccc5c(c4)OCO5)oc3nc2c1	1%	6%	1.1	51	55%	·	3.8%	·	1%	6%
O=C(CN1CCOCC1)Nc1ncc(Cc2cccc(Cl)c2)s1	4%	-4%	-0.6	81	-6%	-1.4%	0.3%	1.2%	1%	-2%
O=C(NCCc1nccs1)C1CCC(=O)N(CCc2ccc(Cl)cc2)C1 (stereo unspecified)	-1%	4%	0.7	47	7%	-0.8%	-0.2%	2.7%	4%	8%
COc1ccc(NC(=O)COC(=O)CN2C(=O)C3CCCCC3C2=O)cc1OC (stereo unspecified)	-4%	·	-1.6	57	·	·	0.8%[50 µM]	0.2%	0%	·
O=C(CCN1C(=O)CSC1=O)Nc1ccccc1	-4%	-2%	-2.2	79	11%	0.1%	-0.4%	7.8%	1%	4%
CCOc1nnc(C)c2c(C)n(-c3cccc(OC)c3)nc12	-13%	1%	-1.4	39	8%	0.1%	0.4%	2.4%	4%	2%
Cn1nc(-c2ccccc2)cc1NC(=O)Nc1ccc(F)cc1	3%	2%	-0.6	43	-1%	0.4%	-0.8%	3.3%	3%	8%
CC1=CCC2C(=O)N(c3ccc(C)c(Br)c3)C(=O)C2C1 (stereo unspecified)	1%	1%	5.6	63	-1%	0.0%	2.9%	-0.9%	2%	1%
COc1ccc(NC(=O)C2CCN(C(=O)C3CC(=O)N(c4ccc(C)cc4)C3)CC2)c(OC)c1 (stereo unspecified)	-4%	-3%	-0.4	33	2%	0.2%	-0.4%	-0.6%	0%	-4%
CCOCCCNC(=O)c1ccc2nc(-c3ccc(OC)c(OC)c3)c(-c3ccc(OC)c(OC)c3)nc2c1	-3%	0%	0.7	36	16%	0.6%	-0.3%	0.2%	13%	9%
COc1ccccc1/C=N/NC(=O)c1ccc(NC(=O)c2ccccc2Br)cc1	-3%	-2%	-2.4	32	6%	-0.2%	3.3%	2.3%	2%	2%
C=CCNC(=S)NNC(=O)c1ccc(OCC(C)C)cc1	2%	5%	1.8	66	-23%	0.4%	-0.6%	0.4%	5%	4%
O=C(c1ccc(Cl)c(S(=O)(=O)N2CCCC2)c1)N1CCN(c2ncccn2)CC1	·	-1%	2.0	57	7%	0.1%	0.3%	0.5%	3%	9%
COc1ccccc1NC(=O)CSc1nc(=O)n(Cc2ccncc2)c2c1CCCC2	3%	·	0.9	67	·	·	1.9%[50 µM]	0.0%	1%	19%
Cc1cc(-c2nnc3n2N=C(C(C)(C)C)CS3)n[nH]1	-2%	4%	0.1	65	2%	0.6%	-0.6%	1.7%	7%	-1%

A run of entries of the results above, as a working copy:
SMILES	NS5 inhibitors	SIAH1 antagonists	NTR1 ag	NTR1 ag cell count 20 µM	AID2073	West Nile virus CPE	UTI89 phage lysis	RSV antiviral HEp-2	MgcRacGAP inhibition	Large T inhibition	others
COc1ccccc1/C=N/NC(=O)c1ccc(NC(=O)c2ccccc2Br)cc1	-3%	-2%	-2.4	32	6%	-0.2%	3.3%	2.3%	2%	2%
C=CCNC(=S)NNC(=O)c1ccc(OCC(C)C)cc1	2%	5%	1.8	66	-23%	0.4%	-0.6%	0.4%	5%	4%

A draw from above in order of molar mass, lowest first:
SMILES	NS5 inhibitors	SIAH1 antagonists	NTR1 ag	NTR1 ag cell count 20 µM	AID2073	West Nile virus CPE	UTI89 phage lysis	RSV antiviral HEp-2	MgcRacGAP inhibition	Large T inhibition	others
Cc1cc(-c2nnc3n2N=C(C(C)(C)C)CS3)n[nH]1	-2%	4%	0.1	65	2%	0.6%	-0.6%	1.7%	7%	-1%
C=CCNC(=S)NNC(=O)c1ccc(OCC(C)C)cc1	2%	5%	1.8	66	-23%	0.4%	-0.6%	0.4%	5%	4%
COc1ccccc1NC(=O)CSc1nc(=O)n(Cc2ccncc2)c2c1CCCC2	3%	·	0.9	67	·	·	1.9%[50 µM]	0.0%	1%	19%
CCOCCCNC(=O)c1ccc2nc(-c3ccc(OC)c(OC)c3)c(-c3ccc(OC)c(OC)c3)nc2c1	-3%	0%	0.7	36	16%	0.6%	-0.3%	0.2%	13%	9%

Compound activity from PubChem BioAssay.
